TLR9-MyD88 inh: blocks human TLR9 binding to MyD88; AID 504734; inhibition, % at 4.98 µM; CHO BLA complementation TLR9-MyD88, CCF4 FRET ratio; Q9NR96+Q99836; 340,000 compounds, 0.21% hits;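 active means inhibition above the mean over all tested compounds plus 3 SD, cut at about 21% in these data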;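 further: 0% = DMSO only wells and 100% = clavulanate BLA inhibitor control wells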
Vif imaging: inhibitors of HIV Vif | HEK293T cells, Vif self-association by quenched fluorescence, imaging, 24 h | inhibition, % at 7.49 µM | 340,000 compounds, 0.35% hits | AID 602346; in the data active means inhibition above about 50%, passing the limit was not always enough; inconclusive means no clear call, values can overlap the other calls; inactive means below about 31%; further: some results filed as inactive read as strong as hits
Glyco luc inh: blocks N-linked glycosylation in D54 reporter cells. D54 ERlucT glycosylation luciferase reporter, 24 h; percent of 100 nM tunicamycin response. reporter increase, % at 12.5 µM. 360,000 compounds, 0.23% hits. AID 588692;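 active means mean luciferase reporter signal, scaled so untreated is 0 and the glycosylation-blocking control 100, at or above a set limit in every replicate; inconclusive means mean reaches the limit but not every replicate does; inactive means mean below the limit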;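 further: luciferase carries N-glycosylation sites so blocking glycosylation raises the light; 0% = median of neutral control wells and 100% = median of 100 nM tunicamycin wells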
MC4R antag cAMP: blocks human MC4R cAMP signaling; inhibition, % at 6.5 µM; P32245; MC4R-expressing cells, MTII-stimulated cAMP, LANCE TR-FRET; 360,000 compounds, 0.48% hits;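 active means inhibition above its plate's cutoff, the mean of tested wells on that plate plus 3 SD, cut at about 29% in these data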;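 further: 0% = Melanotan II alone and 100% = Melanotan II plus saturating MCL0020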
Target sequence (P32245 whole entry, looked up): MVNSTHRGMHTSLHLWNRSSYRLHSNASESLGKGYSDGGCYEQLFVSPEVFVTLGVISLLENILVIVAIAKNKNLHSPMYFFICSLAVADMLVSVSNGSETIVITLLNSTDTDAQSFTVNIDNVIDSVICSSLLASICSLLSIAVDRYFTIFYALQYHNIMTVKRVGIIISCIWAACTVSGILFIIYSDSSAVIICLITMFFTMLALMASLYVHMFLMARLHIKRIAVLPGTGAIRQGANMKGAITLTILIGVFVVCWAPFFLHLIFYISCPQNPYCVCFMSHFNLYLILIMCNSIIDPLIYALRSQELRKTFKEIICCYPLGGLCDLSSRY
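Material: human MC4R-expressing U2OS cells. Probe or stimulus: Melanotan II challenge. Dosing: 6.5 µM single dose. Times: 30-min compound, 1-h challenge, 1-h detection, room temperature. Technique: TR-FRET with Eu-cAMP and labeled anti-cAMP, 671 nm. Replication: singlicate.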
ABHD5 PLIN5 PPI: ABHD5-PLIN5 protein interaction inhibition | Q00G26+Q8WTS1 | Split G. princeps luciferase complementation, luminescence, 4 h | inhibition, % at 4 µM | 360,000 compounds, 0.78% hits | AID 602281;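 active means inhibition above the mean inhibition across every tested compound plus 3 SD, cut at about 22% in these data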;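 further: 0% = DMSO only wells and the 100% control is not disclosed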
NOD2 RIPK2 PPI: blocks binding of human NOD2 to RIPK2 | O43353 | inhibition, % at 4.98 µM | CHO BLA complementation NOD2-RIPK2, CCF4 ratio | 360,000 compounds, 0.38% hits; in the data active means inhibition above about 21%;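 further: 0% = vehicle only and 100% = reference blocker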
Target sequence (O43353 whole entry, looked up): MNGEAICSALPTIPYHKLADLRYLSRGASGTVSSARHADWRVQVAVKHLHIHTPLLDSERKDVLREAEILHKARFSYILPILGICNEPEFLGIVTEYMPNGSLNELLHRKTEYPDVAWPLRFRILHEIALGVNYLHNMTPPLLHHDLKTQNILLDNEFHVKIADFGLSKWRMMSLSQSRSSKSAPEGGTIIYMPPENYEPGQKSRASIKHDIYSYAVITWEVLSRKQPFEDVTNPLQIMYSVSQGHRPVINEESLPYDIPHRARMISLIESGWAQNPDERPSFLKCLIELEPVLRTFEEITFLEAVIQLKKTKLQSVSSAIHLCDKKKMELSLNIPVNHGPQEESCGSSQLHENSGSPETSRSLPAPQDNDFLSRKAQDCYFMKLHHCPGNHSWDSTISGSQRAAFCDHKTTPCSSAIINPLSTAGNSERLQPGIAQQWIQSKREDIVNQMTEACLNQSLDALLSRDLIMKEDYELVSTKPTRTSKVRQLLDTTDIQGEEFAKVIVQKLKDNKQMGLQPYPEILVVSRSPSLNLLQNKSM
MC4R barr agon: human MC4R agonism via beta-arrestin; activation, % at 8.9 µM; U2OS MC4R beta-arrestin complementation, luminescence; percent of melanotan II response, DMSO zero; 360,000 compounds, 0.98% hits; AID 540308;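 active means activation above a per-plate cutoff, the mean activation of sample wells on that plate plus 3 SD, cut at about 8% in these data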
Exocytosis inh: lytic granule exocytosis inhibition | TALL-104 LAMP-1 surface exposure, flow cytometry; cells stimulated with thapsigargin and PMA | inhibition, % at 10 µM | 360,000 compounds, 0.66% hits;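 active means inhibition above about 55%, limit read from the data; inconclusive means no clear call, values can overlap the other calls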
aDG glyco act: alpha-DG glycosylation activation; 360,000 compounds, 0.22% hits; activation, % at 10 µM; Pro5-aDG cells, alpha-DG glycosylation AlphaScreen (IIH6); 0% Pro5, 100% B10-LARGE cell signal;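 active means activation of at least 8% versus controls, or a plate z-score of at least 8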;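 further: Pro5 are CHO cells carrying HIG-tagged alpha-DG that lacks glycosylation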
ABCB6 inh 2: inhibitors of human ABC transporter ABCB6; Q9NP58; K562-ABCB6 porphyrin accumulation, flow cytometry, 1 h; stronger effect = lower value; fluorescence ratio to DMSO, % at 10 µM; 360,000 compounds, 0.19% hits; AID 602162;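 active means fluorescence ratio to DMSO below 75%, the collection mean minus 3 SD; inconclusive means too few cells collected in the well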;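 further: signal is porphyrin accumulated inside mitochondria; 100% equals median channel fluorescence of DMSO control wells; lower ratio means ABCB6 inhibition with less porphyrin fluorescence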
Active calls of the source: *; ? = inconclusive; / = no result given.

Results follow in this order: ABHD5 PLIN5 PPI, ABCB6 inh 2, MC4R barr agon, NOD2 RIPK2 PPI, MC4R antag cAMP, Vif imaging, Glyco luc inh, Exocytosis inh, aDG glyco act, TLR9-MyD88 inh
CCOC(=O)N1CCN(C(=O)C(CC(C)C)NC(=O)C2CCCCC2)CC1 (configuration not stated)
→ 2, 95, -2.5, -5, 3, 2, -2, -6, 0.2, -13
COCCNC(=S)N(CCc1c(C)[nH]c2ccc(C)cc12)Cc1ccco1
→ -2, 96, -0.6, 3, 4, -3, -2, 5, 0.0, -6
CC(=O)Nc1nnc(-c2ccco2)o1
→ -4, 97, -0.3, -3, 2, 4, 4, -6, -0.1, -9
NC1=NC(c2ccccc2)CC(=O)N1 (configuration not stated)
→ 1, 99, -0.7, -3, 4, 12, 2, 5, -0.2, -11
O=C1CCN(CCc2ccccc2)CCN1CCOc1ccccc1
→ -4, 96, -1.1, -19, 2, 0, 4, 2, 0.3, 1
COc1ccccc1CNC(=O)COC(=O)c1ccc2c(=O)n3c(nc2c1)CCCCC3
→ 6, 97, -1.6, -6, -1, 0, 4, -2, -0.1, 14
Cc1cc(NC(=O)CSc2ncnc3c2cnn3-c2cccc(Cl)c2)no1
→ 2, 98, 2.0, -7, 0, 7, 3, 2, -0.2, 5
O=C(CN1C(=O)CSCC1=O)NCc1ccc(F)cc1
→ -3, 100, -1.5, -16, -1, 5, 2, 8, 0.2, 2
CCc1ccc(N2CC(C(=O)OCC(=O)NNC(=O)c3ccccc3)CC2=O)cc1 (configuration not stated)
→ 6, 95, -3.7, -9, 2, -6, 1, 2, 0.4, 9
COC(=O)c1ccccc1Nc1cc(C)nc2nc(C)nn12
→ 1, 99, -0.3, -4, 5, -6, 1, -5, -0.1, 0
O=C(N/C(=C\c1ccco1)C(=O)N1CCCC(CO)C1)c1ccccc1 (configuration not stated)
→ 8, 167, -1.6, 4, 0, -1, 3, -6, 0.0, 9
Cc1ccc(-n2ncc3c2CCCC3NC(=O)c2ccccc2N2CCOCC2)cc1C (configuration not stated)
→ -3, 95, -4.1, -9, -4, -5, -1, 4, -0.2, -11
CCOc1ccc(C(=O)NCC(=O)N2CCC3CCCCC3C2)cc1OCC (configuration not stated)
→ -2, 102, -0.6, -6, 1, -6, 4, -6, -0.1, 0
COc1ccc2nc(/N=C\N(C)C)sc2c1
→ -3, 95, 0.5, -1, -5, 11, 1, 0, -0.1, -2
COc1ccccc1C/C(N)=N/OC(=O)c1cccc([N+](=O)[O-])c1C
→ -2, 98, 0.3, 1, 13, 9, -2, -1, -0.2, 3
Cc1cc(=O)oc2cc(NC(=O)C(C)N3C(=O)C4CCCCC4C3=O)ccc12 (configuration not stated)
→ 0, 100, 0.0, -1, 12, 3, 1, 19, -0.3, -1
OC(c1cccnc1)c1nc(-c2ccc3c(c2)OCO3)cs1 (configuration not stated)
→ -4, 97, -1.3, -4, -2, -5, -1, 15, 0.0, /
O=C(O)c1ccc(NS(=O)(=O)c2ccc(Cl)c(C(=O)Nc3ccccc3[N+](=O)[O-])c2)cc1
→ -4, 111, 0.3, -1, 0, -2, -3, 3, 0.1, -16
COc1cccc(CNC(=O)C2CCCN(S(=O)(=O)c3cnc[nH]3)C2)c1 (configuration not stated)
→ 0, 103, -0.8, -7, 0, 13, 2, -8, 0.0, 3
CCn1c(=O)cc(SCC(=O)N2CCCCC2)c2ccccc21
→ 2, 101, -0.9, 4, -7, 5, 14, 1, -0.4, -1
Cc1cc(C)c2nc(SC(C)C#N)cc(C)c2c1 (configuration not stated)
→ -11, 107, -1.2, -4, 0, 4, -1, -2, 0.1, 9
Cc1ccc(S(=O)(=O)N(C)c2ccc(C(=O)N3CCC(C(N)=O)CC3)cc2)cc1
→ 2, 98, -1.7, -10, 7, 8, 3, 7, -0.3, -2
CCn1nc(C(=O)Nc2cccc(S(=O)(=O)N3CCCC3)c2)c2ccccc2c1=O
→ -1, 92, 0.9, 3, 8, 4, 3, 2, -0.1, -8
C=CCn1c(C)cc(C(=O)COC(=O)c2cncc(Br)c2)c1C
→ -4, 100, -0.3, 0, 2, 4, -3, -2, -0.2, 2
CC1CC(C)CN(CCCNC(=O)CC2Oc3ccccc3NC2=O)C1 (configuration not stated)
→ 2, 102, 0.5, -1, 1, 9, 1, 1, 0.1, 2
Cc1cc2nnc(SCC(=O)NCc3cccs3)n2c2ccccc12
→ -3, 97, 0.0, 17, -11, -5, ?, 1, -0.4, -3
CCOc1cc(/C=N\NC(=O)CN2CCOCC2)ccc1OCc1ccc(F)cc1
→ -5, 100, 3.6, 2, 13, 2, 2, 1, 0.1, -5
O=C(CN1CCC(n2nnc3cc(C(F)(F)F)ccc32)CC1)NNC(=O)c1ccco1
→ 1, 102, -1.4, -3, -2, 5, 1, 14, 0.0, 0
COc1ccc(OCCSc2nc(N)cc(N)n2)cc1
→ -7, 88, -1.0, -8, 3, -3, -2, 1, 0.1, 4
O=C1CC2(CCCCC2)Oc2ccc(O)cc21
→ -4, 108, -1.5, -2, 9, 1, -2, -1, -0.3, 4
NS(=O)(=O)c1ccc(NC(=O)COC(=O)c2cccc(S(=O)(=O)N3CCCC3)c2)cc1
→ -8, 102, -1.2, 1, 1, 3, 1, -4, 0.0, -3
Cc1ccc(CNS(=O)(=O)c2ccc(-c3cnc(C4CC4)o3)cc2)cc1
→ -10, 98, -0.8, 8, 6, 1, 0, -2, -0.4, -6
Cc1c(Cl)c(C(=O)NNC(=S)Nc2ccc(F)cc2)nn1C
→ -1, 100, -2.2, -3, 4, -7, 1, -2, -0.1, -6
COc1ccc(C)cc1NC(=O)c1ccc(S(=O)(=O)N2CCCCC2)cc1
→ 3, 98, -1.6, -2, -5, 5, -2, -5, 0.0, 1
COc1ccc(C(=O)NC(=S)Nc2ccc3[nH]c(=O)[nH]c3c2)c(OC)c1
→ -2, 94, 2.2, 7, 7, 9, 3, -5, 0.3, 1
O=[N+]([O-])c1ccccc1S(=O)c1ccccc1[N+](=O)[O-]
→ 3, 92, /, -10, /, 4, 1, 0, 0.0, /
CCCn1c(=O)c2c(nc3n2CCCN3CCc2ccc(OC)c(OC)c2)n(C)c1=O
→ 11, 99, 0.0, 1, 4, -2, 1, -5, 0.0, -1
CN1CCN(/N=C/c2ccc(C#N)cc2)CC1
→ -2, 103, -1.5, -13, -5, -2, 0, -2, 0.0, 21
CC1CCCN(C(C(=O)Nc2ccc3c(c2)OCCO3)c2ccccc2)C1 (configuration not stated)
→ 0, 91, -0.9, 14, -6, 20, -3, 0, 0.0, 2
Cc1ccc(NC(=O)CSCC(=O)N(C)CC(=O)Nc2cccc(F)c2)cc1
→ -9, 177, -3.0, 5, 11, 2, 2, 10, 0.1, -7
CC(C)(C)OC(=O)CN1C(=O)C(Sc2n[nH]c(-c3ccccc3)n2)CCc2ccccc21 (configuration not stated)
→ -1, 101, 1.2, 6, 3, -7, -5, -3, 0.2, 9
CC1(C)CNC(=O)c2sc(NC(=O)CN3CCOCC3)nc2C1
→ 4, 100, -1.1, -15, 6, 8, 2, -3, -0.2, 8
CCOC(=O)C1CCN(c2c(Nc3ccc4c(c3)OCCO4)c(=O)c2=O)CC1
→ 1, 101, -1.1, -3, -1, 12, -7, -5, 0.0, 3
CCCCC1(C)OC(=O)C(=Cc2c[nH]c3ccccc23)C(=O)O1 (configuration not stated)
→ 0, 115, 5.2, 1, 18, -10, 3, -1, 0.1, -10
COc1cccc2sc(N(CCCN(C)C)C(=O)CCS(=O)(=O)c3ccccc3)nc12
→ 14, 99, -3.2, 32*, -6, 10, -9, 41, -0.2, 12
CS(=O)(=O)c1ccc2nc(NC(=O)Nc3ccc(Cl)c(Cl)c3)sc2c1
→ 4, 95, 3.3, 1, -1, 0, -6, 2, -0.1, -15
C=CCn1c(SCC(=O)c2ccc(Cl)cc2)nnc1-c1ccc2c(c1)OCO2
→ -11, 98, 1.7, -4, 9, 2, -1, -2, 0.2, -2
O=C(Nc1ccccc1-c1nc2ccccc2[nH]1)c1ccc(N2C(=O)CCC2=O)cc1
→ 0, 146, 10*, 2, 35*, 17, 0, 7, -0.4, -3
CC(C)C[C@@H]1NC(=O)N(CCCn2ccnc2)C1=O
→ 6, 103, -0.7, 2, 9, 6, 1, -2, -0.1, -7
COc1ccccc1CNC(=O)N1CCN(c2ccccc2Cl)CC1
→ -4, 100, -0.3, -5, 15, -6, -1, 23, -0.2, 0
O=C(CSc1nnc(-c2ccccc2F)n1C1CC1)Nc1ccc2[nH]c(=O)[nH]c2c1
→ -1, 97, 2.9, -3, -3, -4, 1, 0, 0.2, -3
COCCn1c(Cc2cccn2C)nnc1SCC(=O)NCc1ccc2c(c1)OCO2
→ 0, 102, -0.8, 8, 11, -3, 3, 1, -0.4, 7
COC(=O)CSc1nnc(CNS(=O)(=O)c2ccc(C)cc2)n1C
→ -5, 186, 1.5, -5, 11, /, 5, 10, -0.4, -4
CC(C)CCN1CC(C(=O)NCc2ccccc2)CC1=O (configuration not stated)
→ 2, 93, -0.4, -4, -3, 22, 0, -1, -0.2, 8

Some of the entries so far, bar-delimited.
molecule | ABHD5 PLIN5 PPI | ABCB6 inh 2 | MC4R barr agon | NOD2 RIPK2 PPI | MC4R antag cAMP | Vif imaging | Glyco luc inh | Exocytosis inh | aDG glyco act | TLR9-MyD88 inh
COc1cccc2sc(N(CCCN(C)C)C(=O)CCS(=O)(=O)c3ccccc3)nc12 | 14 | 99 | -3.2 | 32* | -6 | 10 | -9 | 41 | -0.2 | 12
CS(=O)(=O)c1ccc2nc(NC(=O)Nc3ccc(Cl)c(Cl)c3)sc2c1 | 4 | 95 | 3.3 | 1 | -1 | 0 | -6 | 2 | -0.1 | -15
C=CCn1c(SCC(=O)c2ccc(Cl)cc2)nnc1-c1ccc2c(c1)OCO2 | -11 | 98 | 1.7 | -4 | 9 | 2 | -1 | -2 | 0.2 | -2
O=C(Nc1ccccc1-c1nc2ccccc2[nH]1)c1ccc(N2C(=O)CCC2=O)cc1 | 0 | 146 | 10* | 2 | 35* | 17 | 0 | 7 | -0.4 | -3
CC(C)C[C@@H]1NC(=O)N(CCCn2ccnc2)C1=O | 6 | 103 | -0.7 | 2 | 9 | 6 | 1 | -2 | -0.1 | -7
COc1ccccc1CNC(=O)N1CCN(c2ccccc2Cl)CC1 | -4 | 100 | -0.3 | -5 | 15 | -6 | -1 | 23 | -0.2 | 0
O=C(CSc1nnc(-c2ccccc2F)n1C1CC1)Nc1ccc2[nH]c(=O)[nH]c2c1 | -1 | 97 | 2.9 | -3 | -3 | -4 | 1 | 0 | 0.2 | -3
COCCn1c(Cc2cccn2C)nnc1SCC(=O)NCc1ccc2c(c1)OCO2 | 0 | 102 | -0.8 | 8 | 11 | -3 | 3 | 1 | -0.4 | 7
COC(=O)CSc1nnc(CNS(=O)(=O)c2ccc(C)cc2)n1C | -5 | 186 | 1.5 | -5 | 11 | / | 5 | 10 | -0.4 | -4
CC(C)CCN1CC(C(=O)NCc2ccccc2)CC1=O (configuration not stated) | 2 | 93 | -0.4 | -4 | -3 | 22 | 0 | -1 | -0.2 | 8

These rows are one share of the data; the hit share may differ from the screen's.
